PKM2 act: activators of human pyruvate kinase M2. P14618. purified PKM2, Kinase-Glo ATP luminescence, activation; response scale: 0% is enzyme alone, no compound. Potency, µM (top dose mostly 57.5 µM), for the others: top-dose activation, most hits filed as activators. 0.34% of 260,000 active. AID 1631; further: potency means the concentration at half of the fitted maximal effect; on the % scale 0 is the no-effect control and ±100 the full control effect; nearly all actives have a fitted effect of over 55% in size
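Purified hPK-M2 (>95% pure) converted ADP (0.1 mM final) to ATP with 0.5 mM PEP in 50 mM imidazole pH7.2, KCl, MgCl2, Tween 20, BSA; 1 h at room temperature. ATP detected by Kinase-Glo luminescence.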
PTAP TSG101 blk: blocks PTAP/TSG101 interaction to inhibit HIV-1 budding. Q99816. Fluorescence polarization, FITC-PTAP peptide / Tsg101 binding. Potency, µM (top dose mostly 115 µM), without a hit: at the top dose activity change, negative = inhibition, hits mostly inhibitors. 340,000 tested, under 10 active; active means well fitted inhibition curve with a large enough effect in the main read-out, with a control signal flat, not every such curve was filed as active; inconclusive means small, poorly fitted or top-dose-only effect, or effect the other way, or a change in a side signal; inactive means no such curve, though single readings can be large or run the other way; further: potency means the concentration at half of the fitted maximal effect; % of control where 0% means no effect
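Fluorescence anisotropy tracks displacement of a FITC-tagged PTAP peptide (50 nM) from the Tsg101 binding domain (10 uM), following a 20 min room-temperature incubation at pH 7.5.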
Giardia kill: kills Giardia lamblia; Giardia lamblia trophozoite viability; activity change, % at 7.66 µM, hits read low; 0.15% of 340,000 active; AID 540267; in the data active means activity change below about -80%; inconclusive means between about -30% and that limit;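 further: parasites exposed to compound for two days anaerobically before the ATP read; on the % scale 0 is the no-effect control and ±100 the full control effect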
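Giardia lamblia trophozoites (100 cells/well) were incubated with compounds for 48 h at 37 deg C under anaerobic conditions. Viability was read as ATP content by one-step luminescence after 15-30 min at room temperature.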
GALK inh: blocks human galactokinase activity; P51570; Purified GALK, Kinase-Glo residual ATP luminescence; Potency, µM (series often up to 57.5 µM), for inactives: at the top dose activity change, negative = inhibition, most hits filed as inhibitors; 0.007% of 270,000 active; AID 1868; further: potency means the concentration at half of the fitted maximal effect; on the % scale 0 is the no-effect control and ±100 the full control effect
Target sequence (P51570 whole entry, looked up): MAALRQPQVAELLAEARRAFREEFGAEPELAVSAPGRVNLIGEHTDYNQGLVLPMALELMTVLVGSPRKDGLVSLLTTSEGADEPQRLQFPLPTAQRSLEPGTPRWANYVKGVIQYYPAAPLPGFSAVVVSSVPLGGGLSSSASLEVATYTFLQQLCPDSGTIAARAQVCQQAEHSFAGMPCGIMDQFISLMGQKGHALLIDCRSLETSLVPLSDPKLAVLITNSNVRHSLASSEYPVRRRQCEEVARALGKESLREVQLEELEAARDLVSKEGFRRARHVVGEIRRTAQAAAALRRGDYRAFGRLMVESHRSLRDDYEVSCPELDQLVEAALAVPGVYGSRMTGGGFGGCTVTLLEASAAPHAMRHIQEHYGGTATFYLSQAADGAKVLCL
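ATP-depletion format; final 35 uM ATP, 100 uM D-galactose, 5 nM enzyme; pH 8.0 HEPES/Mg2+ buffer; 60 min RT; luminescence read 10 min after detection reagent.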
BCR signal inh: blocks chronic active B-cell receptor signaling | Potency, µM (doses to about 46.1 µM), for inactives: at the highest dose ratio change, negative = lower green/red ratio, hits mostly inhibitors | 0.05% of 340,000 active | ABC-DLBCL IkBa-CBG/CBR reporter, luminescence ratio, 4 h; active means well fitted inhibition curve with a large enough effect in the signal ratio, with a control signal flat, not every such curve was filed as active; inconclusive means small, poorly fitted or top-dose-only effect, or effect the other way, or a change in a side signal; the % refers to the signal ratio;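 further: potency means the concentration at half of the fitted maximal effect; plate controls were basal doxycycline-induced cells for no effect and cells given 10 µM MG132 for full effect; MG132 reads +100%, hits lower the ratio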
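Compounds up to 46 uM were incubated four hours with TMD8 cells whose green CBG68 luciferase is fused to IkappaBalpha; red CBR luminescence normalised the signal, and concentration-effect curves were fitted to fusion, red and ratio data.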
ASM inhibitor: human S-ASM enzyme inhibition; P17405; AID 504937; placental ASM, HMU-PC fluorogenic substrate, 60 min; Potency, µM (top dose mostly 57.5 µM), without a hit: top-dose activity change, negative = inhibition, most hits filed as inhibitors; 0.006% of 340,000 active; further: potency means the concentration at half of the fitted maximal effect
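HMU-PC0 cleavage (9 uM final) by human placental ASM, 60 min at 37 °C following 10 min compound exposure at RT; stopped at pH 10, fluorescence Ex 386/Em 447 nm.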
B2AR arrestin: agonists driving beta-arrestin recruitment to human beta2-adrenergic receptor; P07550; beta-arrestin recruitment to beta2AR, cell-based reporter; Potency, µM (titrated, usually from 46.1 µM), for the others: top-dose activation, actives largely listed as activators; 0.02% of 330,000 active; AID 492947;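 further: potency means the concentration at half of the fitted maximal effect; 0% = DMSO controls and full agonism = EC100 isoproterenol or metaproterenol; nearly all actives have a fitted effect of over 65% in size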
Menin-MLL TR inh: menin-MLL binding inhibition, Texas Red mutant peptide | O00255 | Menin + Texas Red MLL mutant peptide, fluorescence polarization | Potency, µM (series often up to 61.6 µM), without a hit: top-dose FP activity change, negative = inhibition, actives largely listed as inhibitors | 0.23% of 270,000 active; active means well fitted inhibition curve with a large enough effect in the polarisation, with a control signal flat, not every such curve was filed as active; inconclusive means small, poorly fitted or top-dose-only effect, or effect the other way, or a change in a side signal; inactive means no such curve, though single readings can be large or run the other way; the % refers to the polarisation; further: potency means the concentration at half of the fitted maximal effect; % of control where 0% means no effect; many of its hits are not listed in these tables
a7 integrin act: activators of alpha7 integrin expression for muscular dystrophy; alpha7betagal myoblasts, beta-gal FDG fluorescence, 48 h; Potency, µM (doses to about 38.3 µM), without a hit: at the highest dose activation, hits mostly activators; 0.064% of 350,000 active; AID 624291;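 further: potency means the concentration at half of the fitted maximal effect; 100% = response of the positive control SU9516; nearly all actives have a fitted effect of over 60% in size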
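alpha7betagal+/- myoblasts (passage 13, 250/well) treated 48 h at 37C with compounds at 1:260 dilution of DMSO stock. Lysed, then beta-galactosidase activity read as FDG fluorescence (ex 480/em 540) after 30 min, with pre-read for autofluorescence.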
Tb PFK inh: inhibitors of T. brucei phosphofructokinase. O15648. T. brucei PFK, ADP-Glo luminescence. Potency, µM (doses to about 57.5 µM), without a hit: at the top dose activity, negative = inhibition, most hits filed as inhibitors. 0.17% of 330,000 active. AID 485367;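 further: potency means the concentration at half of the fitted maximal effect; 0% = uninhibited 1x PFK enzyme wells and -100% = no-enzyme wells; nearly all actives have a fitted effect of over 60% in size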
Target sequence (O15648 whole entry, looked up): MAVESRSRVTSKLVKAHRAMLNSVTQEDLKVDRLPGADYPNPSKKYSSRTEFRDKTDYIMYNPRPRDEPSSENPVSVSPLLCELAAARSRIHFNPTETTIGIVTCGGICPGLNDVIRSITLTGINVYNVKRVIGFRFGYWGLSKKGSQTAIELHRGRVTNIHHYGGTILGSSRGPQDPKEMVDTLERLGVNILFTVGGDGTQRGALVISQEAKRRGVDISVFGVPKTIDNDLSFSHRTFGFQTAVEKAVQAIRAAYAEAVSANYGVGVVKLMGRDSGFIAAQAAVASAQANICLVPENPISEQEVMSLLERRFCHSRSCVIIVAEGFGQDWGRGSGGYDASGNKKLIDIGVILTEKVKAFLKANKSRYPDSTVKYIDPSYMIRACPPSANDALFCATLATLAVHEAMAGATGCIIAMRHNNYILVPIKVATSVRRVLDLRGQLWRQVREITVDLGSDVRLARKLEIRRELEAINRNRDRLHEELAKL
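1.25 nM PFK with 0.5 mM F6P and 0.1 mM ATP in 0.1 M TEA pH 8.0, 5 mM MgCl2, incubated 45 min at room temperature; ADP measured by ADP-Glo luminescence; compounds titrated up to 57 uM.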
FBPA coupling cs: counter-screen for Giardia aldolase inhibitors: coupling enzyme system. 0.67% of 290,000 active. coupling enzyme system counterscreen, AmpLite Red fluorescence. activity change, negative = inhibition, % at 58.2 µM, hits read low; in the data active means activity change below about -30%; further: on the % scale 0 is the no-effect control and ±100 the full control effect
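Coupling enzymes only (glyceraldehyde-3-phosphate) + compound, at 57.5 uM final, 10 min RT; add substrate/coupling/AmpLite Red mix, 20 min RT; fluorescence ex 525/em 598 nm. Actives flag coupling-system interference.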
* = called active by the depositor; u = inconclusive; x = not tested or not shown; [ ] = dose if it differs, or a comment. Unless noted, the call rests on the fitted dose curve; in most records, active means well fitted curve in the direction sought with a large enough effect; inconclusive means small, poorly fitted or top-dose-only effect, or another doubt; inactive means no such curve, though single readings can be large; an effect the other way counts as inactive or inconclusive. These rows are one share of the data, so the mix of outcomes need not match the whole.

structure	PKM2 act	PTAP TSG101 blk	Giardia kill	GALK inh	BCR signal inh	ASM inhibitor	B2AR arrestin	Menin-MLL TR inh	a7 integrin act	Tb PFK inh	FBPA coupling cs
S=C(NCCc1ccccc1)Nc1ccc(Br)cc1	1%	0%	19	x	u	-2%	-0.2%	5%	-45%[inhibitor]	-5%	2
COC(=O)c1ccccc1NC(=O)Cn1cnc([N+](=O)[O-])c1	7%	0%	-11	2%	3%	-2%	0.5%	-20%	14%	-3%	1
COCCOCC(O)CN1CCN(c2ccccc2)CC1 (stereo not drawn)	-18%	-7%	4	0%	u	2%	-0.8%	-7%	7%	3%	-3
Cc1csc(NC(=O)CCNC(=O)c2ccc([N+](=O)[O-])cc2)n1	0%	2%	-27	0%	-1%	4%	0.6%	-3%	u	1%	5
O=C(Nc1ccc2c(c1)OCO2)C1CC1(Cl)Cl (stereo not drawn)	x	-2%	-26	x	9%	-3%	-0.4%	x	1%	0%	x
O=C(NCc1cccnc1)c1ccc(COc2ccccc2Cl)o1	-9%	-6%	32[activator]	2%	12%	4%	0.1%	3%	20%	0%	2
CC(=O)Nc1ccc(C(=O)Nc2nc(-c3cccnc3)cs2)cc1	0%	-2%	6	-3%	-1%	2%	-1.2%	2%	15%	8%	1
COc1ccc(C(=O)NNC(=O)Nc2ccc(C)cc2)cc1	-1%	-4%	6	0%	0%	3%	-0.1%	0%	-26%	-9%	1
CCN(CC(=O)NCCc1ccccc1)S(=O)(=O)c1ccc(Br)cc1	2%	-10%	0	2%	9%	1%	-0.3%	-14%	6%	-2%	3
CCc1noc(C)c1C(=O)Nc1cc(Cl)ccc1-n1cncn1	x	-3%	3	x	6%	0%	-0.8%	x	-18%	-1%	x
Cc1ccc(C(=O)NCC(=O)OCCCOC(=O)CNC(=O)c2ccc(C)c(C)c2)cc1C	x	-4%	-8	x	-2%	2%	0.4%	x	13%	0%	x
CCOc1ccc(C(=O)N2CCN(C(=O)c3ccco3)CC2)cc1OCC	-4%	-8%	-16	-4%	u	0%	-0.2%	0%	-16%	0%	1
O=C1CCCc2c1[nH]c1ccc(Br)cc21	-2%	-12%	-26	4%	2%	-3%	-0.7%	1%	-8%	6%	4
Cc1ccnc(SCC(=O)c2cc3ccccc3o2)n1	-1%	2%	-6	4%	-4%	5%	0.2%	-1%	u	0%	-7
Cc1cccnc1NC(=O)c1ccc([N+](=O)[O-])o1	10%	-2%	u	2%	0%	22%	-1.0%	-1%	-8%	2%	-2
COc1ccc(/C=C2\SC(=S)N(NC(=O)c3ccncc3)C2=O)cc1OC	1%	x	x	2%	0%	x	-0.6%	18%	x	1%	11
O=C(COC(=O)C(O)C(O)C(=O)OCC(=O)c1ccc(C(F)(F)F)cc1)c1ccc(C(F)(F)F)cc1 (stereo not drawn)	-8%	0%	3	5%	6%	4%	-0.8%	x	-21%	-2%	0
CCSc1nnc(-c2ccccc2SC)o1	-4%	-2%	-30	1%	-20%	2%	-1.8%	0%	0%	3%	-1
CCCCn1c(Cl)nc2c1c(=O)n(C)c(=O)n2C	0%	-1%	-12	-4%	4%	0%	-0.7%	5%	15%	0%	3
COc1ccc(-c2cc(=O)oc3cc(OCC(=O)N4C[C@H]5C[C@@H](C4)c4cccc(=O)n4C5)ccc23)cc1	2%	-1%	8	x	9%	0%	0.0%	-4%	5%	0%	8
O=C(CCCCn1c(=O)c2ccccc2n(Cc2ccc(Cl)cc2)c1=O)NCc1ccco1	-1%	0%	12	-2%	u	0%	-0.4%	4%	-28%	-1%	2
COc1ccc(OC)c(C2C(C(=O)N(C)C)=C(C)Nc3nc4ccccc4n32)c1 (stereo not drawn)	-11%	-4%	2	-4%	1%	4%	0.4%	-9%	-3%	-13%	-2
O=C(COC(=O)c1cccc(O)c1)Nc1nnc(-c2ccccc2)o1	x	1%	7	x	u	-2%	-0.1%	x	12%	0%	x
O=C(O)c1ccccc1C(=O)Nc1ccc(-n2nc(C(F)(F)F)cc2C(F)(F)F)cc1	-2%	0%	-10	x	-1%	4%	0.2%	x	9%	1%	7
O=c1c2cnn(-c3ccccc3)c2ncn1CCc1ccccc1	-3%	1%	-16	x	u	-1%	0.1%	-2%	14%	-8%	-5

structure	PKM2 act	PTAP TSG101 blk	Giardia kill	GALK inh	BCR signal inh	ASM inhibitor	B2AR arrestin	Menin-MLL TR inh	a7 integrin act	Tb PFK inh	FBPA coupling cs
O=C(NC(Cc1ccccc1)C(=O)NCc1ccccn1)c1ccco1 (stereo not drawn)	-5%	0%	-10	0%	10%	7%	-0.4%	1%	23%	-4%	2
CC1(C)CC(=O)N(c2cccc(C(F)(F)F)c2)C(=O)C1	-2%[11.5 µM]	-9%	16	7%	-2%	4%	-0.4%	-1%	u	1%	4
COc1ccc(-c2ccc(-c3noc(-c4ccccc4C)n3)c(OC)n2)cc1	2%	7%	9	0%	0%	62%[activator]	0.0%	1%	20%	2%	-4
O=C(c1ccc(COc2ccc3ccccc3c2)o1)N1N=C(C(F)F)CC1(O)C(F)F (stereo not drawn)	-6%	8%	29	0%	-1%	-29%	-0.1%	23%	-43%	2%	-5
CCC(=O)Nc1nc2nc(-c3ccccc3)cc(-c3ccccc3)n2n1	0%	1%	-6	-1%	-8%	32%	0.5%	-3%	6%	0%	3
Cc1ccc(CCNC(=O)CCNS(=O)(=O)c2ccc3c(c2)c(=O)n(C)c(=O)n3C)cc1	u	x	12	-2%	1%	0%	-0.3%	-8%	20%	-1%[0.46 µM]	1
CCOc1ccc(NC(=S)N2CCCC2)cc1	-3%	1%	2	-3%	5%	-3%	-0.2%	x	-6%	2%	x
Cc1ccc(CNC(=O)CN(C(=O)C2(C)CC(=O)N=C3C=CC=CN32)c2ccc(F)cc2)cc1 (stereo not drawn)	-2%	-2%	-14	-2%	-1%	28%	-0.2%	-1%	15%	6%	0
CC(=O)NC(CSc1cc(C)nc2ccc(Br)cc12)C(=O)O (stereo not drawn)	1%	-3%	3	-3%	2%	-3%	0.2%	x	25%	-2%	1
COc1ccc(CCN2CC(C(=O)OC(C)C(=O)Nc3cccc(Cl)c3)CC2=O)cc1OC (stereo not drawn)	x	-3%	-7	x	-16%	23%	0.3%	x	2%	-1%	x
COc1ccc(Br)cc1-c1nc(C)c(C(C)=O)n1O	1%	-11%	0	0%	-5%	1%	-0.3%	33%[activator]	11%	-9%	-1
Nc1nc(NCCc2ccccc2)nc(NCCO)c1[N+](=O)[O-]	x	-1%	-16	1%	u	-3%	-0.6%	4%	-9%	1%	0
CCN(CC)c1cc(-c2ccccc2)ncn1	-2%	-8%	5	2%	-3%	3%	-1.1%	0%	u	6%	1
NS(=O)(=O)c1cc(C(=O)NCC2CCCCC2)ccc1Cl	0%	-6%	-27	-1%	u	1%	-0.1%	0%	-24%	1%	1
O=c1c2ccccc2nc(/C=C/c2ccc([N+](=O)[O-])o2)n1CCCO	3%	-3%	-88*	3%	u	-2%	5.6%	3%	u	-1%	0
Cc1ccc(CN2CCc3c(OCC(=O)Nc4cccc(C)c4C)cccc3C2=O)cc1	27%	x	x	0%	0%	x	0.1%	-16%	x	-4%	-6
Cc1oc2c(C)c3oc(=O)c(CCC(=O)N[C@@H](CC(C)C)C(=O)O)c(C)c3cc2c1C	x	-4%	-1	1%	-2%	119%[activator]	0.0%	-11%	16%	0%	-3
CCn1nccc1C(=O)NC1=C(C#N)CCC1	-18%	-12%	-13	3%	6%	5%	-0.5%	-5%	-26%	-6%	0
COCCOC(=O)C1=C(N)OC2=C(C(=O)CC(C)(C)C2)C1c1ccncc1 (stereo not drawn)	2%	0%	1	-2%	2%	3%	-0.5%	-3%	8%	-3%	0
CC(C)c1ccc(S(=O)(=O)N2CCN(C(=O)C3CCCCC3)CC2)cc1	-1%[0.46 µM]	-2%	-18	5%	1%	-2%	-1.0%	-8%	17%	-4%	9
Cc1ccc(OCC(=O)c2cc(C)n(C)c2C)c([N+](=O)[O-])n1	0%	-3%	u	-1%	2%	3%	-0.2%	9%	-24%	-12%	-4
COc1ccc([N+](=O)[O-])c(S(=O)(=O)c2ccccc2)n1	14%	0%	-9	14%	u	-3%	-0.5%	x	-52%[inhibitor]	-3%	1
O=C(Nc1ccc(N2CCOCC2)cc1)Nc1ccc2nc(-c3ccco3)c(-c3ccco3)nc2c1	-4%	-2%	7	-11%	u	-4%	-0.9%	u	0%	-7%	-11
O=S(=O)(c1cccc2cccnc12)N1CCOCC1	14%	-3%	3	0%	u	1%	0.0%	13%	-11%	-4%	-2
